From PubChem
MEX-5 binding: C. elegans MEX-5 TCR-2 RNA binding activity; Q9XUB2; MEX-5/FITC-TCR2 RNA binding, fluorescence polarization; hits give low values; activity score (negative = inhibition of binding), % at 10 µM; 300,000 tested, 0.38% active; AID 1832;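 active = inhibition past about -25% in most replicates, and total fluorescence under double the plate's negative control median, limit read from the data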;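 also: 0% = DMSO and -100% = 5 µM competing unlabeled TCR2 RNA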
PAD4 inh: blocks human protein arginine deiminase 4. inhibition, % at 6.36 µM. AID 485272. recombinant PAD4, RCA probe fluorescence polarization. 330,000 tested, 0.41% active. Q9UM07;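 active = percent inhibition above a cutoff equal to the mean of all tested compounds plus 3 SD, cut at about 15% in these data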;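 also: 0% = PAD4 with RCA probe and DMSO and 100% = probe without PAD4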
GSTO1 inh: blocks human GSTO1 in RBBP9 counter-screen | P78417 | recombinant GSTO1, activity-based probe fluorescence polarization | inhibition, % at 5.96 µM | 300,000 tested, 1.1% active | AID 1974;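 active = inhibition above the campaign mean inhibition plus 3 SD, cut at about 35% in these data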;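 also: 0% = GSTO1-1 with DMSO and 100% = wells lacking GSTO1-1 enzyme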
Target sequence (P78417 whole entry, looked up): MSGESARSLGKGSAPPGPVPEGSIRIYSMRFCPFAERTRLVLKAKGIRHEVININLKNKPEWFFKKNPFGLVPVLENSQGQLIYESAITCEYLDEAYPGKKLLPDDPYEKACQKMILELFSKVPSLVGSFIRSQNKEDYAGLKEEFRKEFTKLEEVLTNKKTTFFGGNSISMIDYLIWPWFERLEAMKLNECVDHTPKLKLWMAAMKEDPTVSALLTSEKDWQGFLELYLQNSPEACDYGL
Fam108B counter: counter-screen for RBBP9 inhibitors: inhibitors of mouse Fam108B; recombinant Fam108B, FP-Rh probe fluorescence polarization; inhibition, % at 9.51 µM; 300,000 tested, 0.33% active;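 active = inhibition above the screen mean inhibition plus 3 SD, computed separately per campaign, cut at about 18% in these data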;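 also: inhibitors lower polarization as less probe binds the enzyme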
MCL1-BIM inh: disrupts human MCL1 binding to BIM-BH3 peptide; GST-MCL1 / FITC-Bim-BH3 fluorescence polarization; inhibition, % at 10.9 µM; 320,000 tested, 0.68% active; AID 2057;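 active = inhibition above the mean inhibition of all tested compounds plus 3 SD, set per campaign, cut at about 40% in these data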;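 also: 0% = DMSO wells and 100% = unlabeled Bim-BH3 peptide control; higher means more loss of mP so more displacement of Bim peptide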
Bcl-xL primary: Bcl-xL (human) inhibition. AID 2129. inhibition, % at 10.9 µM. 320,000 tested, 0.7% active. GST-Bcl-xL / FITC-Bim BH3 peptide fluorescence polarization;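 active = inhibition above the mean of all tested compounds plus 3 SD, cutoff set per campaign, cut at about 30% in these data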;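 also: 0% = DMSO wells and 100% = unlabeled Bim-BH3 peptide competitor; inhibitors lower millipolarization by displacing the labeled peptide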
GLD-1 RNA inh: GLD-1-TGE RNA interaction inhibition (C. elegans); Q17339; purified GLD-1 + fluorescein TGE RNA, fluorescence polarization; inhibition, % at 5.96 µM; 320,000 tested, 0.44% active; AID 2280;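 active = percent inhibition above a per-plate cutoff, the plate mean of test compounds plus 3 SD, cut at about 30% in these data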;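 also: 0% = DMSO wells with GLD-1 and probe and 100% = wells lacking GLD-1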
Target sequence (Q17339 whole entry, looked up): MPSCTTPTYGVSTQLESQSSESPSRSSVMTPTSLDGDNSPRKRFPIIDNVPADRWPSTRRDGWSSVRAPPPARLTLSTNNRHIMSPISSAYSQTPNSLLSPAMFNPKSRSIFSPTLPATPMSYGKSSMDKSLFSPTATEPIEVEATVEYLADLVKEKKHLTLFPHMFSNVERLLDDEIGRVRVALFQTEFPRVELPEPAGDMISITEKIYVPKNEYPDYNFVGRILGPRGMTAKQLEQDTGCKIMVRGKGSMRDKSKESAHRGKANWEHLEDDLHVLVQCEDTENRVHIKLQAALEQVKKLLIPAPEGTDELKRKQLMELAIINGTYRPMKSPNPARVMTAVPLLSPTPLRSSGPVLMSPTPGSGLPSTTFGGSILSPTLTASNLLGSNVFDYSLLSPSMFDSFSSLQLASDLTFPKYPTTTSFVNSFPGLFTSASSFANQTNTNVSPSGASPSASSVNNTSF
PME-1 primary: PME-1 (human) inhibition; recombinant PME-1, FP-Rh probe fluorescence polarization; Q9Y570; 320,000 tested, 0.53% active; inhibition, % at 5.9 µM;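 active = inhibition above the campaign mean of all compounds plus 3 SD, cut at about 26% in these data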;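 also: competitive labeling of PME-1 active site by serine hydrolase directed probe; 0% = PME-1 with DMSO and 100% = wells lacking PME-1 enzyme; inhibitors block probe labeling so polarization falls and inhibition rises; many of its hits are not listed in these tables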
Target sequence (Q9Y570 whole entry, looked up): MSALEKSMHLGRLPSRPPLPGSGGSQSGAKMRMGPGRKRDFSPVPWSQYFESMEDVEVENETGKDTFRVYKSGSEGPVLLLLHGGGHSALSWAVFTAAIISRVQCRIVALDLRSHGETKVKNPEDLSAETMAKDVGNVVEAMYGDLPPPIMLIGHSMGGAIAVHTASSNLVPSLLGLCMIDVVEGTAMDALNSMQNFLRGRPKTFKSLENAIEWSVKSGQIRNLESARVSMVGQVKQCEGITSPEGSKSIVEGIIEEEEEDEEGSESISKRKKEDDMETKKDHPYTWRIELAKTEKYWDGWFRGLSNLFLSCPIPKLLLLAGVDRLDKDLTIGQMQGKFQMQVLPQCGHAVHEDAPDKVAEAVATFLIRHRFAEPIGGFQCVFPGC
TPT1 inhibitor: blocks Candida albicans tRNA 2'-phosphotransferase | recombinant caTPT1, FP RNA substrate dephosphorylation | inhibition, % at 5 µM | 300,000 tested, 0.81% active | AID 1962;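 active = inhibition above the mean of all tested compounds plus 3 SD, set per screening campaign, cut at about 24% in these data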;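 also: plate controls were DMSO alone for no effect and ferristatin control at 100 nM for full effect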
* hit, by the source's call.

For CC1CC(=O)NN1C(=O)c1ccccc1 (stereo not drawn) the results were MEX-5 binding -1.0, PAD4 inh 2, GSTO1 inh -4, Fam108B counter -2, MCL1-BIM inh -10, Bcl-xL primary -4, GLD-1 RNA inh 1, PME-1 primary -1 and TPT1 inhibitor -2.
Screening CCc1nnc(NC(=O)Cc2ccc(OC)cc2)s1 returned MEX-5 binding -0.6, PAD4 inh -2, GSTO1 inh -1, Fam108B counter -2, MCL1-BIM inh -1, Bcl-xL primary 0, GLD-1 RNA inh 0, PME-1 primary -1 and TPT1 inhibitor 0.
`O=c1nc(Nc2cccc(Cl)c2)oc2cc(Cl)oc(=O)c12` gave MEX-5 binding -5.9, PAD4 inh -7, GSTO1 inh -8, Fam108B counter -12, MCL1-BIM inh -9, Bcl-xL primary -2, GLD-1 RNA inh -6, PME-1 primary -18 and TPT1 inhibitor 9.
CC(=O)Cc1nsc(NC(=O)c2csc3c2CCCC3)n1 was read as MEX-5 binding -0.2, PAD4 inh -2, GSTO1 inh -50, Fam108B counter -5, MCL1-BIM inh -5, Bcl-xL primary -2, GLD-1 RNA inh 5, PME-1 primary -2 and TPT1 inhibitor -4.
Cn1cccc1C(=O)NC1CCCCC1 was read as MEX-5 binding -2.8, PAD4 inh 2, GSTO1 inh -3, Fam108B counter -5, MCL1-BIM inh 4, Bcl-xL primary -1, GLD-1 RNA inh 6, PME-1 primary -8 and TPT1 inhibitor -1.
For NC(=O)COC(=O)CNC(=O)c1sc2ccccc2c1Cl the results were MEX-5 binding -0.6, PAD4 inh 7, GSTO1 inh -2, Fam108B counter 5, MCL1-BIM inh -1, Bcl-xL primary 3, GLD-1 RNA inh 4, PME-1 primary 7 and TPT1 inhibitor 1.
COc1cc2c(cc1OC)-c1cc(OCCN3CCOCC3)nc(=O)n1CC2 was read as MEX-5 binding 4.0, PAD4 inh 0, GSTO1 inh 10, Fam108B counter 0, MCL1-BIM inh -3, Bcl-xL primary 0, GLD-1 RNA inh -25, PME-1 primary 1 and TPT1 inhibitor 25*.
Screening Cc1ccc(C(=O)COC(=O)c2cccc(N3C(=O)c4c(C)nc5ccccc5c4C3=O)c2)cc1C returned MEX-5 binding 0.9, PAD4 inh -4, GSTO1 inh 5, Fam108B counter 0, MCL1-BIM inh 4, Bcl-xL primary 6, GLD-1 RNA inh 4, PME-1 primary 0 and TPT1 inhibitor -2.
CCC1OC2(C)OC(=N)C1(C#N)C(C#N)(C#N)C2c1ccccc1 (stereo not drawn) was read as MEX-5 binding -9.4, PAD4 inh 15*, GSTO1 inh 13, Fam108B counter 11, MCL1-BIM inh 55*, Bcl-xL primary 60*, GLD-1 RNA inh 44*, PME-1 primary 11 and TPT1 inhibitor -12.
Screening CCN(CC)S(=O)(=O)c1ccc(OC)c(NC(=O)c2ccc(OC)c([N+](=O)[O-])c2)c1 returned MEX-5 binding 2.0, PAD4 inh 5, GSTO1 inh -6, Fam108B counter 0, MCL1-BIM inh 0, Bcl-xL primary -5, GLD-1 RNA inh 4, PME-1 primary -6 and TPT1 inhibitor 1.
`COC(=O)c1ccc(C(=O)OC)c(NC(=O)CCc2ccc(C)o2)c1` gave MEX-5 binding -3.1, PAD4 inh 0, GSTO1 inh 1, Fam108B counter 1, MCL1-BIM inh 1, Bcl-xL primary 2, GLD-1 RNA inh -3, PME-1 primary -3 and TPT1 inhibitor -5.
Cc1cc(NS(=O)(=O)c2ccc(NC(=O)CCN3C(=O)c4ccccc4C3=O)cc2)no1 was read as MEX-5 binding 0.6, PAD4 inh 0, GSTO1 inh -4, Fam108B counter 1, MCL1-BIM inh -6, Bcl-xL primary -2, GLD-1 RNA inh -4, PME-1 primary 6 and TPT1 inhibitor 2.
For CN(c1ccc(C(=O)NCc2ccccn2)cc1)S(C)(=O)=O the results were MEX-5 binding 1.7, PAD4 inh -4, GSTO1 inh -4, Fam108B counter 1, MCL1-BIM inh 4, Bcl-xL primary 0, GLD-1 RNA inh 3, PME-1 primary -7 and TPT1 inhibitor 1.
Screening COc1cc(CC(=O)Nc2ccc3c(c2)CCC3)cc(OC)c1OC returned MEX-5 binding 2.1, PAD4 inh -1, GSTO1 inh 6, Fam108B counter -1, MCL1-BIM inh -16, Bcl-xL primary -3, GLD-1 RNA inh 4, PME-1 primary 2 and TPT1 inhibitor 0.
CC(C)C(=O)n1nc(-c2cccnc2)nc1NCc1cccs1 was read as MEX-5 binding 0.2, PAD4 inh -2, GSTO1 inh -1, Fam108B counter -1, MCL1-BIM inh 2, Bcl-xL primary 0, GLD-1 RNA inh 5, PME-1 primary 0 and TPT1 inhibitor 1.
O=S(=O)(O)c1nc2ccccc2n1CCOc1ccccc1 was read as MEX-5 binding -1.1, PAD4 inh 2, GSTO1 inh -3, Fam108B counter -2, MCL1-BIM inh 0, Bcl-xL primary 0, GLD-1 RNA inh -5, PME-1 primary 6 and TPT1 inhibitor 5.
Screening CC(C)C1Oc2ccccc2C(=O)N(CC(=O)c2ccc3c(c2)OCCO3)C1=O (stereo not drawn) returned MEX-5 binding 0.6, PAD4 inh 1, GSTO1 inh 2, Fam108B counter -1, MCL1-BIM inh 7, Bcl-xL primary 6, GLD-1 RNA inh 2, PME-1 primary -3 and TPT1 inhibitor 3.
For Cn1ncc(Cl)c1C(=O)NCc1cc(C(C)(C)C)n[nH]1 the results were MEX-5 binding 0.9, PAD4 inh -1, GSTO1 inh 2, Fam108B counter 4, MCL1-BIM inh 9, Bcl-xL primary 2, GLD-1 RNA inh 4, PME-1 primary -2 and TPT1 inhibitor -2.
For CCCn1c(=N)n(CCOc2ccc(OC)cc2)c2ccccc21 the results were MEX-5 binding -2.3, PAD4 inh -1, GSTO1 inh 1, Fam108B counter 0, MCL1-BIM inh 8, Bcl-xL primary 7, GLD-1 RNA inh -2, PME-1 primary 6 and TPT1 inhibitor -1.
CCOc1ccc(N(CC(=O)Nc2ccc(C)c(F)c2)C2=NC3CS(=O)(=O)CC3S2)cc1 (stereo not drawn) was read as MEX-5 binding -0.2, PAD4 inh -1, GSTO1 inh -7, Fam108B counter 1, MCL1-BIM inh 5, Bcl-xL primary 2, GLD-1 RNA inh 2, PME-1 primary 0 and TPT1 inhibitor -3.
O=C(O)c1ccc(S(=O)(=O)/N=C2\C=C(Nc3ccccc3F)C(=O)c3ccccc32)cc1 was read as MEX-5 binding -42*, PAD4 inh 67*, GSTO1 inh 91*, Fam108B counter 49*, MCL1-BIM inh 29, Bcl-xL primary 24, GLD-1 RNA inh 9, PME-1 primary 26 and TPT1 inhibitor -6.
CCN1C(=O)[C@H]2[C@@H](c3ccc(-c4ccc(Cl)c(Cl)c4)cc3)N[C@@](CC(C)C)(C(=O)OC)[C@H]2C1=O was read as MEX-5 binding -2.7, PAD4 inh -1, GSTO1 inh 3, Fam108B counter 1, MCL1-BIM inh 1, Bcl-xL primary 4, GLD-1 RNA inh -3, PME-1 primary -6 and TPT1 inhibitor -3.
Screening CCN(CC)c1nc(N)c2c(N)nc3c(c2c1C#N)CC(c1ccccc1)O3 (stereo not drawn) returned MEX-5 binding -0.4, PAD4 inh -1, GSTO1 inh 4, Fam108B counter 12, MCL1-BIM inh 9, Bcl-xL primary 4, GLD-1 RNA inh 8, PME-1 primary -1 and TPT1 inhibitor 0.
Screening CCOC(=O)N1CCN(C(=O)c2ccc3c(c2)sc2nc(-c4ccc(OC)cc4)cn23)CC1 returned MEX-5 binding -4.0, PAD4 inh -6, GSTO1 inh -3, Fam108B counter 4, MCL1-BIM inh -4, Bcl-xL primary 4, GLD-1 RNA inh -4, PME-1 primary 0 and TPT1 inhibitor 2.

Grouped by structure, the entries above containing a cyano group.
CCC1OC2(C)OC(=N)C1(C#N)C(C#N)(C#N)C2c1ccccc1 (stereo not drawn) was read as MEX-5 binding -9.4, PAD4 inh 15*, GSTO1 inh 13, Fam108B counter 11, MCL1-BIM inh 55*, Bcl-xL primary 60*, GLD-1 RNA inh 44*, PME-1 primary 11 and TPT1 inhibitor -12.
Screening CCN(CC)c1nc(N)c2c(N)nc3c(c2c1C#N)CC(c1ccccc1)O3 (stereo not drawn) returned MEX-5 binding -0.4, PAD4 inh -1, GSTO1 inh 4, Fam108B counter 12, MCL1-BIM inh 9, Bcl-xL primary 4, GLD-1 RNA inh 8, PME-1 primary -1 and TPT1 inhibitor 0.

(cont.)
For C#CCOc1ccc2ccccc2c1/C=C(/C#N)c1ccc(C(=O)O)cc1 the results were MEX-5 binding -0.7, PAD4 inh -2, GSTO1 inh -8, Fam108B counter -3, MCL1-BIM inh -18, Bcl-xL primary -6, GLD-1 RNA inh 0, PME-1 primary 4 and TPT1 inhibitor 0.
`Nc1c(C(=O)NCc2ccccc2)sc2nc(N3CCOCC3)c3c(c12)CCCC3` gave MEX-5 binding 1.3, PAD4 inh 0, GSTO1 inh 7, Fam108B counter 8, MCL1-BIM inh -4, Bcl-xL primary -1, GLD-1 RNA inh 8, PME-1 primary 5 and TPT1 inhibitor -2.
Screening COc1ccc(N2C(N)=C(C#N)C(c3cccnc3)C3=C2CC(C)(C)CC3=O)cc1 (stereo not drawn) returned MEX-5 binding 1.7, PAD4 inh -3, GSTO1 inh 0, Fam108B counter 0, MCL1-BIM inh 2, Bcl-xL primary 9, GLD-1 RNA inh 0, PME-1 primary 0 and TPT1 inhibitor 1.
O=C(CSc1nnc(-c2ccco2)n1-c1ccccc1)NCCc1ccccc1 was read as MEX-5 binding 0.8, PAD4 inh -2, GSTO1 inh 6, Fam108B counter 4, MCL1-BIM inh 1, Bcl-xL primary 1, GLD-1 RNA inh 1, PME-1 primary -3 and TPT1 inhibitor 2.
Screening O=C(/C=C/c1ccccc1)Nc1cccnc1 returned MEX-5 binding -0.7, PAD4 inh -1, GSTO1 inh -1, Fam108B counter -3, MCL1-BIM inh 10, Bcl-xL primary 6, GLD-1 RNA inh 3, PME-1 primary 0 and TPT1 inhibitor 1.
`O=C(NC(c1ccccc1)c1ccccc1)c1ccc(CO)cc1` gave MEX-5 binding 1.1, PAD4 inh -1, GSTO1 inh -2, Fam108B counter 1, MCL1-BIM inh -14, Bcl-xL primary -8, GLD-1 RNA inh 1, PME-1 primary 1 and TPT1 inhibitor 2.
COc1ccc(-c2csc(NC(=O)/C(N=Nc3ccccc3)=C(\C)O)n2)cc1 was read as MEX-5 binding -1.4, PAD4 inh -1, GSTO1 inh 8, Fam108B counter -2, MCL1-BIM inh -2, Bcl-xL primary -1, GLD-1 RNA inh -7, PME-1 primary 0 and TPT1 inhibitor 3.
For O=C(O)c1ccccc1C(=O)NCC(O)COCC1CC=CCC1 (stereo not drawn) the results were MEX-5 binding 1.4, PAD4 inh 4, GSTO1 inh 3, Fam108B counter 5, MCL1-BIM inh -1, Bcl-xL primary 0, GLD-1 RNA inh 7, PME-1 primary -4 and TPT1 inhibitor 1.
`Cc1ccc(S(=O)(=O)NNC(=O)c2cnn(-c3ccc(Cl)cc3)c2C(F)(F)F)cc1` gave MEX-5 binding -0.9, PAD4 inh 2, GSTO1 inh 1, Fam108B counter -1, MCL1-BIM inh 4, Bcl-xL primary 3, GLD-1 RNA inh 5, PME-1 primary 4 and TPT1 inhibitor -3.
Screening Cc1nc2ccc(NS(=O)(=O)c3ccc(C)c(C)c3)cc2s1 returned MEX-5 binding 4.7, PAD4 inh -5, GSTO1 inh -5, Fam108B counter -1, MCL1-BIM inh 1, Bcl-xL primary -1, GLD-1 RNA inh -6, PME-1 primary -5 and TPT1 inhibitor -1.

The list is partial; rates above refer to the full screens.
